E coli WT exp – blocks growth of wild type E. coli BW25113; OD600 absorbance; growth inhibition, % at 100 µM; actives 0.15% (n = 98,000); AID 710;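 active means growth inhibition above about 50% at one test dose, limit read from the data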;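 further: growth measured after 20 h incubation at 37 °C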
DAT uptake mod – changed human dopamine transporter uptake under cocaine IC80; Q01959; LLC-PK1 hDAT cells, [14C]-dopamine uptake with cocaine IC80; actives deviate in either direction; B-score at 10 µM; actives 1.3% (n = 110,000);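 active means Z score or B-score, a plate-position-corrected score, falls beyond the plate's 99.7% confidence bounds, in either direction; inactive means both scores lie inside the 99.7% bounds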;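 further: scored against the spread of the other compound wells on the same plate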
Target sequence (Q01959 whole entry, looked up): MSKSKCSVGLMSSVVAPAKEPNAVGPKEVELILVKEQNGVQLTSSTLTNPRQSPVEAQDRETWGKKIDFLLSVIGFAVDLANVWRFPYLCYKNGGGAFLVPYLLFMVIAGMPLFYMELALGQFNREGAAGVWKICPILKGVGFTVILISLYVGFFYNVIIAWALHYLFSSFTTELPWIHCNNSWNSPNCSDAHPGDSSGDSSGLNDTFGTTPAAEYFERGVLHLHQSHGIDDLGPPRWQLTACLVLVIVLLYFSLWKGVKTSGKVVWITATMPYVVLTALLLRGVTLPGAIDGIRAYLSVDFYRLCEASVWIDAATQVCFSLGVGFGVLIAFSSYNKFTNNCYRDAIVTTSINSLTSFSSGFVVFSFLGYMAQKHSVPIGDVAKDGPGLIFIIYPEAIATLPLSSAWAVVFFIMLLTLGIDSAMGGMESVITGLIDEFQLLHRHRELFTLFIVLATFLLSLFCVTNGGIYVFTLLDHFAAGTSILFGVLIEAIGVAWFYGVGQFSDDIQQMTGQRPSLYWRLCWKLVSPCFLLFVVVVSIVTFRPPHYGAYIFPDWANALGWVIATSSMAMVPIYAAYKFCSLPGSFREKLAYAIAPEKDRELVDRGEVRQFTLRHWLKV
PostGolgi ctrl – inhibits growth of the yeast control strain; actives 5% (n = 98,000); efflux-deficient yeast background strain, growth absorbance A615, 16 h; inhibition, % at 10 µM
HUVEC prolif 384 – blocks proliferation of human endothelial cells; HUVEC proliferation, CellTiter-Glo luminescence, 72 h; hits give low values; viability, % at 10 µM (by protocol); actives 1.1% (n = 86,000);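 active means viability at or below 30%; inactive means viability above 30%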;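 further: 100% = median luminescence of DMSO-only cell control wells on each plate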
H69AR growth 86K – blocks growth of human H69AR lung tumor cells. H69AR lung tumor viability, ATP luminescence, 72 h; hits give low values. viability, % at 10 µM. actives 6% (n = 85,000). AID 598;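 active means viability at or below 40%; inactive means viability above 40%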;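 further: multidrug resistant small cell line overexpressing MRP-1 efflux transporter; 100% = mean luminescence of untreated control wells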
S1P2 agonist – S1P2 (human) receptor agonism; actives 0.46% (n = 97,000); AID 729; activation, % at 4.5 µM; S1P2-expressing cell line, agonist reporter read-out; in the data active means activation above about 16%;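 further: 0% = vehicle low control and 100% = maximal reference agonist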
Target sequence (O95136 whole entry, looked up): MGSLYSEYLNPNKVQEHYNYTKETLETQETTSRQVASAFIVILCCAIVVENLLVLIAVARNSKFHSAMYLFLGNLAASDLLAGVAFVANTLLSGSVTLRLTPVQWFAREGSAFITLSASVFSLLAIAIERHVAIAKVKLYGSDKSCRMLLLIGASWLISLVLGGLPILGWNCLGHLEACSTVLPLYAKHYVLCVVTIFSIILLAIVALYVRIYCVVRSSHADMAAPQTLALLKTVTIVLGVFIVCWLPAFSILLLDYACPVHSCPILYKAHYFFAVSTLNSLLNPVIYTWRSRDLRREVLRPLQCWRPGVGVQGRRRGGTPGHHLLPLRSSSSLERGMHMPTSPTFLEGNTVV
Fibroblast inh – blocks proliferation of human lung fibroblasts; LL 47 human lung fibroblast viability, ATP luminescence; hits give low values; viability, % at 10 µM; actives 1.1% (n = 85,000); AID 719;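 active means viability at or below 50% in the single dose screen; inactive means viability above 50%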;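 further: compound exposure lasted 72 h before the ATP readout; 100% = median luminescence of untreated cell-only wells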
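Assay system: human lung fibroblast line LL 47, low passage. Input: 1,150 fibroblasts seeded per well. Times: overnight cell rest, 72 h compound treatment at 37 °C. Evaluation: % viability of median cell-only signal. Technique: luminescent ATP detection, CellTiter-Glo. Control set: cell-only wells, no compound.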
PostGolgi yeast – growth inhibition of a yeast mutant, post-Golgi transport screen; post-Golgi transport phenotypic cell assay; inhibition, % at 10 µM; actives 0.9% (n = 98,000); AID 739;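 further: yeast cells grown in 1536-well plates; yeast grown about 18 h at 30C before absorbance read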
S1P2 blocker – blocks the human S1P2 receptor; actives 0.21% (n = 97,000); inhibition, % at 5 µM; cell-based S1P2 antagonist assay, inhibition at 5 uM; in the data active means inhibition above about 45%;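 further: CRE beta-lactamase reporter cells expressing human S1P2 stimulated with S1P; 0% = agonist at EC80 alone and 100% = agonist plus reference antagonist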
* = called active by the depositor; & = joins results of further samples. Unless noted, no stated cut-off is given here; in the data, active means inhibition above about 30%; inactive means the rest. Not a hit list (roughly 11% active in at least one column).

Results for CSCCNC(C)=O ?
E coli WT exp: 3; DAT uptake mod: 0.58; PostGolgi ctrl: -1; HUVEC prolif 384: 96; H69AR growth 86K: 104; S1P2 agonist: -2; Fibroblast inh: 104; PostGolgi yeast: 2; S1P2 blocker: 2

How did CN=c1sc2ccccc2n1CC(O)COc1ccccc1 (configuration not stated) do in these assays?
E coli WT exp: 19; DAT uptake mod: -0.0065; PostGolgi ctrl: -2; HUVEC prolif 384: 105; H69AR growth 86K: 81; S1P2 agonist: -3; Fibroblast inh: 98; PostGolgi yeast: 0; S1P2 blocker: 10

Results for CSCCC1NC(=O)NC1=O (configuration not stated) ?
E coli WT exp: 2; DAT uptake mod: -0.34; PostGolgi ctrl: 25; HUVEC prolif 384: 96; H69AR growth 86K: 88; Fibroblast inh: 103; PostGolgi yeast: -6

Results for Cc1oc(-c2ccccc2F)nc1CS(=O)(=O)CC(=O)N1CCN(c2ccccc2)CC1 ?
E coli WT exp: -3; DAT uptake mod: -0.61; PostGolgi ctrl: 37*; HUVEC prolif 384: 106; H69AR growth 86K: 86; S1P2 agonist: -4; Fibroblast inh: 100; PostGolgi yeast: -5; S1P2 blocker: 12

Results for Cc1ccc(-c2noc(-c3ccccc3Br)n2)cc1 ?
E coli WT exp: -1; DAT uptake mod: 0.46; PostGolgi ctrl: 1; HUVEC prolif 384: 97; H69AR growth 86K: 91; S1P2 agonist: -5; Fibroblast inh: 89; PostGolgi yeast: 17; S1P2 blocker: 20

What do the screens show for `N#Cc1nc(-c2ccc(OCc3ccc(Cl)cc3)cc2)oc1NCc1cccnc1`?
E coli WT exp: -11; DAT uptake mod: 0.3; PostGolgi ctrl: -12; HUVEC prolif 384: 72; H69AR growth 86K: 97; S1P2 agonist: -2; Fibroblast inh: 109; PostGolgi yeast: -12; S1P2 blocker: -3

Results for CCCC(=O)Nc1nnc(CC(=O)OCC)s1 ?
E coli WT exp: 1; DAT uptake mod: 0.82; PostGolgi ctrl: 29; HUVEC prolif 384: 104; H69AR growth 86K: 81; S1P2 agonist: -3; Fibroblast inh: 106; PostGolgi yeast: -3; S1P2 blocker: 1

What do the screens show for `O=C(NCc1nc2ccccc2[nH]1)c1ccc(S(=O)(=O)N2CCOCC2)cc1`?
E coli WT exp: 6; DAT uptake mod: 0.015; PostGolgi ctrl: 2; HUVEC prolif 384: 95; H69AR growth 86K: 88; S1P2 agonist: -4; Fibroblast inh: 88; PostGolgi yeast: -2; S1P2 blocker: 10

Results for Cc1ccccc1Cn1cc(NC(=O)CSc2nc3c(c(C(F)(F)F)n2)CCc2ccccc2-3)cn1 ?
E coli WT exp: -7; DAT uptake mod: -0.01; PostGolgi ctrl: 1; S1P2 agonist: -4; PostGolgi yeast: 13; S1P2 blocker: 20

Results for Cc1cc(C)n(C(=O)COc2c(C)cccc2C)n1 ?
E coli WT exp: -3; DAT uptake mod: -0.5; PostGolgi ctrl: 1; HUVEC prolif 384: 101; H69AR growth 86K: 102; S1P2 agonist: -6; Fibroblast inh: 96; PostGolgi yeast: 7; S1P2 blocker: 4

Structures listed so far that contain fluorine:
Results for Cc1oc(-c2ccccc2F)nc1CS(=O)(=O)CC(=O)N1CCN(c2ccccc2)CC1 ?
E coli WT exp: -3; DAT uptake mod: -0.61; PostGolgi ctrl: 37*; HUVEC prolif 384: 106; H69AR growth 86K: 86; S1P2 agonist: -4; Fibroblast inh: 100; PostGolgi yeast: -5; S1P2 blocker: 12

Results for Cc1ccccc1Cn1cc(NC(=O)CSc2nc3c(c(C(F)(F)F)n2)CCc2ccccc2-3)cn1 ?
E coli WT exp: -7; DAT uptake mod: -0.01; PostGolgi ctrl: 1; S1P2 agonist: -4; PostGolgi yeast: 13; S1P2 blocker: 20

Next results:
What do the screens show for `O=C(CCNc1cccc(Cl)c1)c1cccs1`?
E coli WT exp: 4; DAT uptake mod: -0.14; PostGolgi ctrl: 11; S1P2 agonist: -4; PostGolgi yeast: 0; S1P2 blocker: 6

How did Cc1ccc(NC(=O)CSC2=C(C#N)C(c3ccco3)C3=C(CCCC3=O)N2)cc1 (configuration not stated) do in these assays?
E coli WT exp: -5; DAT uptake mod: -1.4; PostGolgi ctrl: 4; HUVEC prolif 384: 98; H69AR growth 86K: 87; Fibroblast inh: 96; PostGolgi yeast: 1

What do the screens show for `CCCCCOC(=O)C1=C(C)Nc2nnnn2C1c1ccccc1Cl` (configuration not stated)?
E coli WT exp: 13; DAT uptake mod: -0.52; PostGolgi ctrl: 48*; HUVEC prolif 384: 67; H69AR growth 86K: 41; S1P2 agonist: 1; Fibroblast inh: 60; PostGolgi yeast: 46*; S1P2 blocker: -6

How did Nc1c(-c2ccc(Cl)cc2)cnn1-c1cccc(C(F)(F)F)c1 do in these assays?
E coli WT exp: -4; DAT uptake mod: 0.43; PostGolgi ctrl: 3; S1P2 agonist: 1; PostGolgi yeast: -2; S1P2 blocker: 0

How did O=C(O)c1ccc(CNc2ccccc2C(=O)O)cc1 do in these assays?
E coli WT exp: -1; DAT uptake mod: -0.036; PostGolgi ctrl: 9; HUVEC prolif 384: 95; H69AR growth 86K: 99; S1P2 agonist: -2; Fibroblast inh: 102; PostGolgi yeast: -7; S1P2 blocker: 1

Results for CN(Cc1nc(-c2ccncc2)no1)S(=O)(=O)c1ccc(Cl)cc1 ?
E coli WT exp: -10; DAT uptake mod: 0.054; PostGolgi ctrl: 25; HUVEC prolif 384: 98; H69AR growth 86K: 81; S1P2 agonist: -5; Fibroblast inh: 88; PostGolgi yeast: 1; S1P2 blocker: -1

How did CNCCCOc1cccc(OC(C)C)c1 do in these assays?
E coli WT exp: 4; DAT uptake mod: -0.07; PostGolgi ctrl: -13; HUVEC prolif 384: 101; H69AR growth 86K: 102; S1P2 agonist: -4; Fibroblast inh: 100; PostGolgi yeast: 2; S1P2 blocker: -5

How did CC(C)C(=O)c1cc2c(cc1NC(=O)c1ccccc1)OCCO2 do in these assays?
E coli WT exp: -4; DAT uptake mod: 0.093; PostGolgi ctrl: 18; HUVEC prolif 384: 97; H69AR growth 86K: 75; S1P2 agonist: -8; Fibroblast inh: 99; PostGolgi yeast: -2; S1P2 blocker: 10

What do the screens show for `CC(=O)Nc1ccc(NC(=O)c2sc3nc4c(c(-c5ccc(C)cc5)c3c2N)CCC4)cc1`?
E coli WT exp: -12; DAT uptake mod: -0.37; PostGolgi ctrl: 1; HUVEC prolif 384: 65; H69AR growth 86K: 30*; S1P2 agonist: -2; Fibroblast inh: 88; PostGolgi yeast: -4; S1P2 blocker: -5

What do the screens show for `Cc1nn(Cc2ccc(F)cc2)c(C)c1NC(=O)c1noc2c1CCc1ccccc1-2`?
E coli WT exp: 1; DAT uptake mod: -0.92; PostGolgi ctrl: -1; HUVEC prolif 384: 84; H69AR growth 86K: 92; S1P2 agonist: -7; Fibroblast inh: 102; PostGolgi yeast: -7; S1P2 blocker: 3

Results for Cc1ccc(-n2c(N)c(C(=O)N3CCN(C)CC3)sc2=S)cc1 ?
E coli WT exp: 13; DAT uptake mod: 0.52; PostGolgi ctrl: 8; HUVEC prolif 384: 99; H69AR growth 86K: 96; S1P2 agonist: -2; Fibroblast inh: 107; PostGolgi yeast: -4; S1P2 blocker: 8

What do the screens show for `NC(=S)Nc1cccc2cnccc12`?
E coli WT exp: 0; DAT uptake mod: -0.51; PostGolgi ctrl: -1; S1P2 agonist: -5; PostGolgi yeast: 11; S1P2 blocker: 9

How did CCOc1ccc(N=c2oc3cc(O)ccc3cc2C(=O)NCC2CCCO2)cc1 (configuration not stated) do in these assays?
E coli WT exp: -9; DAT uptake mod: -0.087; PostGolgi ctrl: 12; HUVEC prolif 384: 60; H69AR growth 86K: 85; S1P2 agonist: 1; Fibroblast inh: 100; PostGolgi yeast: -1; S1P2 blocker: -14

How did COc1ccc(N2CCN(CCNC(=O)c3nnc(Cc4c(F)cccc4Cl)o3)CC2)cc1 do in these assays?
E coli WT exp: -6; DAT uptake mod: -1.9; PostGolgi ctrl: 4; HUVEC prolif 384: 105; H69AR growth 86K: 98; S1P2 agonist: -9; Fibroblast inh: 105; PostGolgi yeast: 1; S1P2 blocker: 20

Results for Cc1ccc(C(=O)CCC2CCCCC2=O)cc1 (configuration not stated) ?
E coli WT exp: 9; DAT uptake mod: -0.00049; PostGolgi ctrl: 25; HUVEC prolif 384: 113; H69AR growth 86K: 105; S1P2 agonist: 0; Fibroblast inh: 112; PostGolgi yeast: 5; S1P2 blocker: 4

Results for COc1ccc(CCC(=O)Nc2ccc(Br)cn2)cc1 ?
E coli WT exp: -6; DAT uptake mod: 0.011; PostGolgi ctrl: 3; HUVEC prolif 384: 100; H69AR growth 86K: 86; Fibroblast inh: 105; PostGolgi yeast: 7

Results for COCCn1nnnc1CN(CCc1ccccc1)Cc1cc2cc(OC)ccc2[nH]c1=O ?
DAT uptake mod: 1.3; HUVEC prolif 384: 81; H69AR growth 86K: 63; S1P2 agonist: -1; Fibroblast inh: 93; S1P2 blocker: 0

How did COc1ccc(/C=C(/C#N)C(=O)NC2CCCCC2)cc1Br do in these assays?
E coli WT exp: -12; DAT uptake mod: -2.3; PostGolgi ctrl: 9; S1P2 agonist: -6; PostGolgi yeast: 11; S1P2 blocker: 27

Results for Cc1ccc(-c2ccc(CCC(=O)O)n2Cc2ccco2)cc1 ?
E coli WT exp: 5; DAT uptake mod: 0.72; PostGolgi ctrl: 12; HUVEC prolif 384: 105; H69AR growth 86K: 81; S1P2 agonist: -4; Fibroblast inh: 99; PostGolgi yeast: -2; S1P2 blocker: -18

Results for CC1CCN(C(=O)Cn2c(=O)oc3ccccc32)CC1 ?
E coli WT exp: -1; DAT uptake mod: -0.023; PostGolgi ctrl: 0; HUVEC prolif 384: 103; H69AR growth 86K: 83; Fibroblast inh: 104; PostGolgi yeast: -3

Results for COC(=O)c1nnn(-c2nonc2N)c1CSc1nc2ccccc2o1 ?
E coli WT exp: 2; DAT uptake mod: -0.23; PostGolgi ctrl: 7; S1P2 agonist: -11; PostGolgi yeast: -3; S1P2 blocker: -96

What do the screens show for `Cc1nnc(SCC2=C(C(=O)O)N3C(=O)[C@@H](NC(=O)Cn4cnnn4)[C@H]3SC2)s1`?
DAT uptake mod: -0.022&-1.2; HUVEC prolif 384: 101; H69AR growth 86K: 96; Fibroblast inh: 102

How did COc1ccc(CNC(=O)c2csc(Cc3ccc(Cl)cc3)n2)cc1 do in these assays?
E coli WT exp: -15; PostGolgi ctrl: 22; S1P2 agonist: -9; PostGolgi yeast: -8; S1P2 blocker: 14

What do the screens show for `CN(c1cccc(NC(=O)c2ccc(Cl)c(S(=O)(=O)Nc3ccccc3)c2)c1)S(C)(=O)=O`?
E coli WT exp: -3; DAT uptake mod: 1.1; PostGolgi ctrl: -4; S1P2 agonist: -10; PostGolgi yeast: 14; S1P2 blocker: -21

What do the screens show for `CCOC(=O)N1CCN(c2c(-c3ccccc3)c3cc(Cl)ccc3[nH]c2=O)CC1`?
E coli WT exp: -21; PostGolgi ctrl: 7; S1P2 agonist: -5; PostGolgi yeast: 10; S1P2 blocker: 17

How did COc1ccc(CNC(N)=O)cc1OC do in these assays?
E coli WT exp: -13; DAT uptake mod: 0.1; PostGolgi ctrl: -10; HUVEC prolif 384: 102; H69AR growth 86K: 103; S1P2 agonist: -1; Fibroblast inh: 103; PostGolgi yeast: -13; S1P2 blocker: -8

How did CCC(=O)NC(Nc1ncc(C)s1)(C(=O)OC)C(F)(F)F (configuration not stated) do in these assays?
DAT uptake mod: -0.079; HUVEC prolif 384: 97; H69AR growth 86K: 85; S1P2 agonist: 3; Fibroblast inh: 93; S1P2 blocker: -9

What do the screens show for `CCOC(=O)COc1c(Br)cc(C2NC(=O)NC(C)=C2C(C)=O)cc1OC` (configuration not stated)?
DAT uptake mod: 0.3; HUVEC prolif 384: 97; H69AR growth 86K: 104; S1P2 agonist: -2; Fibroblast inh: 103; S1P2 blocker: 7

What do the screens show for `Cc1cccc(OCC(=O)N(C)CCc2ccccn2)c1`?
E coli WT exp: 2; DAT uptake mod: 0.067; PostGolgi ctrl: 8; HUVEC prolif 384: 103; H69AR growth 86K: 103; S1P2 agonist: -7; Fibroblast inh: 106; PostGolgi yeast: 5; S1P2 blocker: -3

Compound activity from PubChem.
